Screening results as filed in PubChem BioAssay.
OPRM1-OPRD1 ag: agonists of human mu-delta opioid receptor heterodimerization; cells, OPRM1-OPRD1 heterodimerization, luminescence; activation, % at 9.3 µM; hit rate 0.3% among 340,000; AID 504326; in the data active means activation above about 18%;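 further: 0% = vehicle-treated cells and 100% = reference agonist; values of inactives mirror those of a sister screen read the other way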
OPRM1-OPRD1 inv: inverse agonist of human OPRM1-OPRD1 heterodimerization. cell-based MOR-DOR heterodimer luminescence, inverse agonism. inhibition, % at 9.3 µM. hit rate 0.21% among 340,000; in the data active means inhibition above about 22%, passing the limit was not always enough;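 further: 0% = cells with DMSO and 100% = wells without cells with DMSO; values of inactives mirror those of a sister screen read the other way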
PKA-R2B act: activates the human PKA-R2B holoenzyme complex | PKA-R2B holoenzyme dissociation, Cy5-IP20 fluorescence polarization; R2B truncated from residue 108, S112A mutant; 0% DMSO only, 100% 113 µM cGMP | activation, % at 11.4 µM | hit rate 0.079% among 340,000 | AID 504700;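 active means activation above a cutoff set at the mean over all compounds plus 3 SD, cut at about 18% in these data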;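 further: higher means more holoenzyme dissociation and a rise in polarization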
Pemphigus Ab inh: blocks pemphigus antibody binding to human desmoglein-3; AID 588358; binding (percent of control), % at 10 µM; hit rate 0.48% among 310,000; DSG3-coupled beads, scFv-anti-DSG3-GFP binding, flow cytometry; hits give low values;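 active means binding more than 3 SD below its plate's average and above zero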;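 further: hits lower antibody fragment binding to DSG3; some compounds called inactive have numbers as strong as hits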
Target sequence (P32926 whole entry, looked up, the tested form may be a part): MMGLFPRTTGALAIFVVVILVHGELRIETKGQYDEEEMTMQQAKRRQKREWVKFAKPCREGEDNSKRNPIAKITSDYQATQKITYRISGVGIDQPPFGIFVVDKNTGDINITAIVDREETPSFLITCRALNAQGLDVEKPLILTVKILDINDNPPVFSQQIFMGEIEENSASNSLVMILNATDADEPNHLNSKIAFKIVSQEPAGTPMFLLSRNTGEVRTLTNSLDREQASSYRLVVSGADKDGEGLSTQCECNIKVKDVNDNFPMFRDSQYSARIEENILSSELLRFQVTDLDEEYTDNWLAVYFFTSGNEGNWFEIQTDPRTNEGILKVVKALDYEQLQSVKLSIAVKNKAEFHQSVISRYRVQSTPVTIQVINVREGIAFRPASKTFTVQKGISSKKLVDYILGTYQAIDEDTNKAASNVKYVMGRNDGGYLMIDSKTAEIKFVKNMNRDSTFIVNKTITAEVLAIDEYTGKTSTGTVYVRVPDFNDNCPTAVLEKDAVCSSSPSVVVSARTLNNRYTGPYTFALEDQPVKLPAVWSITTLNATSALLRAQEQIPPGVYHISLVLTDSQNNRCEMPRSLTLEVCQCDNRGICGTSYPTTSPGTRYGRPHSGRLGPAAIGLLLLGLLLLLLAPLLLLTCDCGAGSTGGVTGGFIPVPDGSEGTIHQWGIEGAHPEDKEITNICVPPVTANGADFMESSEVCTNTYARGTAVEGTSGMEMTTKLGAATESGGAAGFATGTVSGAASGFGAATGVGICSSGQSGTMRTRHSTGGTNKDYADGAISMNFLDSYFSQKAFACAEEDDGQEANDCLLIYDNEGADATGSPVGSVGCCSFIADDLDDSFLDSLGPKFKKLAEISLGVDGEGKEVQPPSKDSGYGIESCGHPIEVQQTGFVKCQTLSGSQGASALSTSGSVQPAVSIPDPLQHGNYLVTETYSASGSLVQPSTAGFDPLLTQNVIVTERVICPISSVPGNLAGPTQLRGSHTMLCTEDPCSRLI
Arrestin-AP2 inh: inhibitors of human beta-arrestin and AP2 interaction; AID 504490; inhibition, % at 10 µM; FITC-arrestin peptide / GST-AP2 beads, flow cytometry; AP2 beta2 appendage carries R879A mutation; hit rate 0.31% among 340,000;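 active means inhibition above a set limit, near 3 SD of compounds lacking own fluorescence, cut at about 54% in these data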;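 further: plate controls were DMSO wells for no effect and 5 µM unlabelled arrestin peptide for full effect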
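system = GST-tagged AP2 beta2-adaptin appendage (R879A) on 4 µm glutathione beads | reagent = FITC-labelled arrestin peptide probe, 50 nM final | schedule = compound with beads 12 min RT, then probe 1 h RT | signal = HyperCyt-sampled flow cytometry, FL1 channel, ex 488/em 535 nm | read-out = percent response from loss of bead-bound FITC fluorescence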
HTR5A inv ag: inverse agonist of human HTR5A in OPRM1-OPRD1 counter-screen; P47898; HTR5A cell line, luminescence, inverse agonism; inhibition, % at 9.3 µM; hit rate 0.083% among 340,000; in the data active means inhibition mostly above about 23%, no sharp cut-off; inactive means mostly below about 18%;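 further: 0% = cells with DMSO and 100% = no-cell wells with DMSO; some compounds called inactive have numbers as strong as hits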
V-ATPase pH: yeast V-ATPase proton transport regulation by pHLuorin; S. cerevisiae, pHLuorin cytosolic pH fluorescence; response, % at 10 µM; hit rate 0.37% among 350,000; AID 504577; in the data active means response mostly above about 7.3%, no sharp cut-off; inactive means mostly below about 5.4%; further: actives read high; inactives centre near 0; some compounds called inactive have numbers as strong as hits; reference of the scale not given here
DAGLB inh: blocks human DAGLB lipase activity; AID 504411; inhibition, % at 5.17 µM; HEK293T DAGLB membrane lysate, EnzChek fluorogenic substrate; Q8NCG7; hit rate 0.059% among 340,000; in the data active means inhibition above about 34%;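 further: 0% = enzyme with vehicle and 100% = wells lacking enzyme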
PKA-R1A activ: activates the PKA-R1A holoenzyme complex; P00514+P68181; PKA-R1A dissociation, Cy5-IP20 fluorescence polarization; scaled: DMSO 0%, 113 µM cGMP 100%; activation, % at 11.4 µM; hit rate 0.083% among 340,000;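 active means percent activation above the mean of all tested compounds plus 3 SD, cut at about 19% in these data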;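 further: higher means more PKAc released from R1A so a rise in polarization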
HTR5A ag ctr: activates human HTR5A in OPRM1-OPRD1 agonist counter-screen | HTR5A agonist assay, luminescence, cell-based | activation, % at 9.3 µM | hit rate 0.61% among 340,000 | AID 504692; in the data active means activation mostly above about 9.5%, no sharp cut-off; inactive means mostly below about 7.6%;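 further: 0% = cells with vehicle only and 100% = reference agonist; strong numbers were not always called active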
* = called active by the depositor; i = inactive; / = no result given.

SMILES	OPRM1-OPRD1 ag	OPRM1-OPRD1 inv	PKA-R2B act	Pemphigus Ab inh	Arrestin-AP2 inh	HTR5A inv ag	V-ATPase pH	DAGLB inh	PKA-R1A activ	HTR5A ag ctr
O=C(Nc1ccc(-c2cscn2)cc1)C1CCCN(Cc2ccccc2)C1 (configuration not stated)	-2.0	10	-5	101	-2	5	-2	0	-5	-2
O=C(NCCCN1CCOCC1)c1cccs1	-0.7	4	-6	/	-1	-5	-2	-3	6	0
COc1cc(OC)nc(Oc2ccccc2C(=O)Oc2cccc(C)c2)n1	4.9	-31	11	99	24	10	-1	-11	-9	-4
O=c1c(N=Nc2ccc(O)cc2)c(-c2ccccc2)[nH]n1-c1ccc([N+](=O)[O-])cc1	0.3	-1	-3	85	-12	-5	0	3	3	2
S=C(NCc1ccco1)N1CCN(c2ccc(Cl)cc2)CC1	-0.9	4	7	85	-2	8	1	-7	-2	5
COCCCn1c(O)c(/C=C2\N=C(C#N)C(=Nc3ccc(C)cc3)O2)sc1=S	1.2	-6	6	100	23	-2	0	-1	-3	-4
CC1CCOC(c2coc3ccccc3c2=O)O1 (configuration not stated)	-0.9	5	10	81	0	15	0	-2	0	0
CCOC(=O)N1CCN(Cc2nc3cc(NC(=O)CC)ccc3n2C)CC1	-4.7	21	6	100	34	-8	0	1	-9	2
O=C(Nc1cccc(S(=O)(=O)NC2=NCCC2)c1)C1CCC1	-4.2	22	-1	103	0	8	2	-1	-1	-3
CC(C)NS(=O)(=O)c1ccc(OCC(=O)N2CCc3ccccc3C2)cc1	-1.1	6	-6	96	31	-2	2	-1	-11	1
O=C(COc1ccccc1[N+](=O)[O-])OC1CCS(=O)(=O)C1 (configuration not stated)	-1.5	7	-10	102	2	3	2	2	-3	2
CN(CC(=O)Nc1ccc(F)c(F)c1F)C(=O)Cn1cnc2c1c(=O)n(C)c(=O)n2C	/	/	7	102	36	/	1	0	-2	/
CCOC(=O)C1CCN(S(=O)(=O)c2ccc3[nH]c(=O)c(=O)[nH]c3c2)CC1	-4.5	21	-6	107	-1	10	-1	0	-6	-4
COc1cc(C2C3=C(COC3=O)Oc3cc4c(cc32)OCO4)ccc1O (configuration not stated)	-5.3	23	7	84	-5	-13	1	-1	-1	3
CCOC(=O)N1CCN(CC(=O)Nc2ccccc2C(=O)Nc2ccccc2)CC1	-3.1	13	7	105	-9	9	5	0	4	-4
NC(=NC(=O)c1ccc(OCC(F)(F)F)nc1)c1ccccc1	3.7	-18	-16	102	39	-44	0	-9	-6	-2
Cc1cc(C)cc(NC(=O)C2CCCN2S(=O)(=O)c2cccc3cccnc23)c1 (configuration not stated)	-1.6	8	1	105	-10	-4	3	-1	6	0
O=C(NCc1cccs1)C(=O)NCC1OCCCN1S(=O)(=O)c1ccc(F)cc1 (configuration not stated)	-0.9	5	-3	98	-6	11	1	2	-5	7
CCCCc1ccc(NC(=O)CSc2nc(=O)n(CCN3CCOCC3)c3c2CCC3)cc1	-0.2	1	-4	106	0	-19	5	2	6	7
Cc1ccc(CNC(=O)c2ccc(NC3=NC4CS(=O)(=O)CC4S3)cc2)cc1 (configuration not stated)	-1.9	11	3	105	15	-8	1	-1	1	-1

Arranged by the number under OPRM1-OPRD1 inv (lowest first): 3 of the compounds above.
| Molecule | OPRM1-OPRD1 inv |
| --- | --- |
| COCCCn1c(O)c(/C=C2\N=C(C#N)C(=Nc3ccc(C)cc3)O2)sc1=S | -6 |
| O=c1c(N=Nc2ccc(O)cc2)c(-c2ccccc2)[nH]n1-c1ccc([N+](=O)[O-])cc1 | -1 |
| S=C(NCc1ccco1)N1CCN(c2ccc(Cl)cc2)CC1 | 4 |

Next part
SMILES	OPRM1-OPRD1 ag	OPRM1-OPRD1 inv	PKA-R2B act	Pemphigus Ab inh	Arrestin-AP2 inh	HTR5A inv ag	V-ATPase pH	DAGLB inh	PKA-R1A activ	HTR5A ag ctr
O=C(CCl)N1CCN2C(=O)c3ccccc3C12c1ccc(Cl)cc1 (configuration not stated)	-2.3	12	0	96	9	6	-1	3	7	1
COc1ccc(C)cc1-n1nnnc1SCc1nc2ccccc2s1	-0.7	4	-9	/	6	-12	-1	-3	-4	6
COc1ccc(CCNC(=O)c2ccc(NC(=O)CC3SC(N4CCCC4)=NC3=O)cc2)cc1OC (configuration not stated)	-0.6	2	6	111	-2	-1	0	-3	0	0
CN(C)C(CNC(=O)/C=C/c1cccc(Cl)c1)c1ccccc1 (configuration not stated)	275*	i	6	/	7	9	5	2	-5	-3
CCOc1ccc(NCc2nc3ccccc3n2CCOc2ccccc2)cc1	-2.1	11	-19	101	14	10	-2	0	-18	1
CCCCN(CC)S(=O)(=O)N1CCC(C(=O)NCc2ccc(F)cc2)CC1	3.1	-19	-2	96	22	-8	-4	1	2	3
O=c1c2ccccc2c2ccccc2c(=O)n1Cc1cccnc1	-1.4	8	-10	95	-7	6	4	2	-6	-2
Cc1ccc(-n2cccc2/C=C2/C(=N)N3C(=NC2=O)SN=C3S(C)(=O)=O)cc1	-1.9	13	7	87	29	7	0	10	1	-3
NS(=O)(=O)c1ccc(O)c(NC(=O)c2ccc([N+](=O)[O-])cc2)c1	0.2	-1	-6	91	31	11	0	3	4	-4
NC(=O)c1ccccc1-c1nc(-c2ccccc2)no1	-1.0	6	2	/	5	3	5	0	0	-1
CCN(Cc1ccc(C#CCCO)cc1)CC1CCCN(CCc2cccc(F)c2)C1 (configuration not stated)	1.5	-7	3	119	3	-5	-2	-1	0	1
CC(C)OP(=O)(OC(C)C)C(NC(=O)c1ccccc1Br)C(N)=O (configuration not stated)	-2.5	13	5	110	11	11	-1	0	-2	3
Cc1nn(-c2ccccc2)c(C)c1NC(=O)COC(=O)C1CC(=O)N(CCc2ccccc2)C1 (configuration not stated)	-2.0	11	-5	97	-3	-1	0	2	-8	5
CC(C)CN1CC(=O)N2C(c3ccccc3)c3[nH]c4ccccc4c3C[C@H]2C1=O (some centres not stated)	2.6	-13	3	99	-7	7	-2	1	2	-2
NC(=O)c1ccc(NC(=O)CCc2nc3sc4c(c3c(=O)[nH]2)CCCC4)cc1	0.8	-6	-2	116	-7	-5	-3	5	3	-1
CC1(C)Cc2nc3nc(SCC(=O)Nc4ccccc4)nc(N)c3cc2CO1	0.1	0	-2	102	2	9	-1	-1	5	-6
COc1ccccc1N1CCN(S(=O)(=O)c2c(C)ccc3nsnc23)CC1	0.2	-1	15	98	24	9	0	-4	12	-4
COc1ccccc1/C=N/N1CCN(Cc2ccccc2Cl)CC1	6.6	-34	6	110	2	-9	0	-10	-9	8
O=C(COC(=O)c1ccccc1SCC(=O)N1CCCC1)NCc1ccccc1	-2.4	13	-11	104	6	-6	-5	-2	-24	0
C/C(=N\Nc1nc2ccccc2s1)c1ccc(Br)s1	5.0	-36	3	98	-2	-15	-3	-3	-14	5
Cc1cc(C)cc(OC(C)C(=O)Nc2ccccc2C(=O)NCc2cccnc2)c1 (configuration not stated)	-1.1	7	-7	/	2	-16	1	1	0	6
COc1oc(-c2ccc(Cl)cc2)nc1C(F)(F)F	-1.6	9	-1	104	0	2	5	-3	4	0
Cc1[nH]n(-c2ccccc2)c(=O)c1C=Nc1cccc2cccnc12	-1.1	6	-10	116	-1	35	0	-4	6	-14
Cc1cc(=O)oc2cc(OCC(=O)OCC(=O)Nc3ccccc3Br)ccc12	-3.2	17	-4	71*	1	-3	3	-1	-10	4
CN(Cc1ccc(CNC[C@H]2O[C@@H](n3cnc4c(N)ncnc43)[C@H](O)[C@@H]2O)o1)S(C)(=O)=O	-3.1	14	0	110	17	-14	-3	-1	-13	4
COc1cc2c(cc1OC)CN(CC(=O)Nc1ccc(S(=O)(=O)N3CCCC3)cc1)CC2	-2.1	11	-3	101	31	-13	0	-1	-2	-2
Cc1cccc(N2C(=O)C(O)=C(C(=O)c3cccs3)C2c2cccc(Oc3ccccc3)c2)n1 (configuration not stated)	-2.0	10	14	113	-26	-62	-2	15	-2	0
CC(C)Cn1c2c(c(O)c(C(=O)Nn3c(Cc4ccccc4)nc4ccccc4c3=O)c1=O)CCCC2	-3.4	17	-6	82	16	12	-1	-3	-3	2
O=C(Nc1ccc(F)cc1F)c1cccnc1	-3.4	19	-4	101	2	-18	3	-1	-1	0
CCCCSc1ccc(NC(=O)c2cccnc2)cc1	0.4	-2	-2	102	4	-12	2	1	-8	12*
COc1ccccc1C(=O)COC(=O)/C(=C/c1ccccc1)NC(C)=O	-0.3	2	2	107	26	-21	2	0	-14	-3
COc1cc(OC)c(C(=O)NCC(c2cccs2)N(C)C)cc1OC (configuration not stated)	-1.1	5	-7	108	-4	8	0	1	-2	-3
CC1(C)CC(=O)C=C(c2ccccc2-c2ccc3cc[nH]c3c2)C1=O	/	/	-7	/	/	/	1	0	2	/
CCN1CCN(C(=O)c2ccc3c(=O)n(Cc4ccccc4OC)c(=S)[nH]c3c2)CC1	-3.1	18	-7	98	-6	5	2	2	3	-4
Cc1ccccc1NC(=O)c1nc(S(C)(=O)=O)ncc1Cl	-0.6	3	-15	111	0	-2	0	2	4	4
C/C(=N\NC(=O)C1CC1)c1ccc(Cl)cc1	3.1	-22	-11	105	2	2	-1	1	8	-1
COc1cc(C2SC(C)C(=O)N2CCc2ccccc2)cc(OC)c1OC (configuration not stated)	-0.4	3	-18	108	-2	-18	1	-2	-8	-3
CCC(C)NCCOCCOc1ccc(Br)cc1 (configuration not stated)	-1.4	7	6	99	29	-15	-1	-3	3	0
OC(c1cccs1)(c1cccs1)C1C[N+]2(CF)CCC1CC2 (configuration not stated)	-1.6	9	12	102	12	6	1	2	-4	1
COc1ccc(S(=O)(=O)NC(Cc2ccccc2)C(=O)O)cc1 (configuration not stated)	-1.1	5	-11	101	32	-5	1	-5	0	1

Part of the list above, showing only Pemphigus Ab inh and HTR5A ag ctr:
| molecule | Pemphigus Ab inh | HTR5A ag ctr |
| --- | --- | --- |
| COc1ccccc1C(=O)COC(=O)/C(=C/c1ccccc1)NC(C)=O | 107 | -3 |
| CC(C)OP(=O)(OC(C)C)C(NC(=O)c1ccccc1Br)C(N)=O (configuration not stated) | 110 | 3 |

Other structures follow.
SMILES	OPRM1-OPRD1 ag	OPRM1-OPRD1 inv	PKA-R2B act	Pemphigus Ab inh	Arrestin-AP2 inh	HTR5A inv ag	V-ATPase pH	DAGLB inh	PKA-R1A activ	HTR5A ag ctr
O=C(O)c1ccccc1C(=O)OCCCCOC(=O)c1ccccc1C(=O)O	-0.9	5	-8	/	-11	9	-1	1	-8	4
O=C(NCCC1CCCCN1S(=O)(=O)c1cccs1)C(=O)Nc1ccccc1 (configuration not stated)	-1.3	7	0	109	2	8	-1	-9	1	-3
CCCCOc1ccc(N2C(=O)CC(NCCc3ccc(S(N)(=O)=O)cc3)C2=O)cc1 (configuration not stated)	0.9	-6	-7	/	9	14	-1	-1	4	-3
CC(C)(C)NC(=O)CCN(/N=C/c1ccncc1)C1=NS(=O)(=O)c2ccccc21	-1.8	9	6	100	10	9	0	0	4	-2
COc1cc(OC)cc(C(=O)Nc2sc3c(c2C(N)=O)CCC3)c1	1.2	-10	-4	111	2	0	-1	1	-1	0
Cc1cc(C)n(C(CC(=O)O)C(=O)O)n1 (configuration not stated)	-3.0	16	-12	105	-7	-13	-2	-1	6	3
